Screening data deposited in PubChem BioAssay by National Center for Advancing Translational Sciences (NCATS).
TSHR antag: blocks TSH signaling through the human TSH receptor. P16473. TSHR-expressing cells, TSH-stimulated cAMP HTRF, 2 h; hits give low values. activity change, negative = inhibition, % at 11.5 µM. actives 0.2% (n = 330,000);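 active = activity change below a set negative limit, meaning inhibition stronger than a set level, cut at about -70% in these data; inconclusive = activity change between two set negative limits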; also: % is scaled to controls: 0 for no effect and ±100 for the full control effect
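Read-out is FRET at 665 nm (cryptate excitation 337 nm) from a cryptate-tagged anti-cAMP antibody, competed by cell cAMP against cAMP-d2. Compounds are tested on freshly harvested TSHR cells challenged with 4nM TSH (EC80) for 2 hours at 37 deg C.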
TSG101-PTAP inh: blocks PTAP/TSG101 interaction to inhibit HIV-1 budding | Fluorescence polarization, FITC-PTAP peptide / Tsg101 binding | Potency, µM (titrated, usually from 115 µM), for inactives: at the highest dose activity change, negative = inhibition, most hits filed as inhibitors | 340,000 tested, under 10 active | AID 493005; active = well fitted inhibition curve with a large enough effect in the main read-out, with a control signal flat, not every such curve was filed as active; inconclusive = small, poorly fitted or top-dose-only effect, or effect the other way, or a change in a side signal; inactive = no such curve, though single readings can be large or run the other way; also: potency is read from the fitted curve at half-maximal effect; % of control where 0% means no effect
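FP read-out: FITC-PTAP peptide, 50 nM final, binding Tsg101 binding domain, 10 uM final; 20 min, r.t.; 10 mM HEPES pH 7.5, 0.15 M NaCl, 0.01% Tween 20, 3 mM EDTA, 0.1 mM TCEP.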
a7 integrin act: activators of alpha7 integrin expression for muscular dystrophy; alpha7betagal myoblasts, beta-gal FDG fluorescence, 48 h; Potency, µM (doses to about 38.3 µM), for the others: at the top dose activation, most hits filed as activators; actives 0.064% (n = 350,000); AID 624291;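 also: potency is read from the fitted curve at half-maximal effect; 100% = response of the positive control SU9516; nearly all actives have a fitted effect of over 60% in size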
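Alpha7betagal+/- myoblasts (passage 13) were plated 16-24 hr, then exposed to compounds (1:260 dilution of DMSO stock) for 48 hours at 37C. After MPER lysis, β-galactosidase reporter activity was read as FDG fluorescence (ex 480/em 540) after 30 minutes.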
Eya2 inh: inhibitors of human Eya2 phosphatase activity. recombinant Eya2, OMFP fluorescence dephosphorylation (OMFP is methylfluorescein phosphate). Potency, µM (doses to about 76.9 µM), for inactives: at the highest dose activity, negative = inhibition, hits mostly inhibitors. O00167. actives 0.006% (n = 330,000). AID 488837; also: potency is read from the fitted curve at half-maximal effect; % is scaled to controls: 0 for no effect and ±100 for the full control effect
Target sequence (O00167 whole entry, looked up): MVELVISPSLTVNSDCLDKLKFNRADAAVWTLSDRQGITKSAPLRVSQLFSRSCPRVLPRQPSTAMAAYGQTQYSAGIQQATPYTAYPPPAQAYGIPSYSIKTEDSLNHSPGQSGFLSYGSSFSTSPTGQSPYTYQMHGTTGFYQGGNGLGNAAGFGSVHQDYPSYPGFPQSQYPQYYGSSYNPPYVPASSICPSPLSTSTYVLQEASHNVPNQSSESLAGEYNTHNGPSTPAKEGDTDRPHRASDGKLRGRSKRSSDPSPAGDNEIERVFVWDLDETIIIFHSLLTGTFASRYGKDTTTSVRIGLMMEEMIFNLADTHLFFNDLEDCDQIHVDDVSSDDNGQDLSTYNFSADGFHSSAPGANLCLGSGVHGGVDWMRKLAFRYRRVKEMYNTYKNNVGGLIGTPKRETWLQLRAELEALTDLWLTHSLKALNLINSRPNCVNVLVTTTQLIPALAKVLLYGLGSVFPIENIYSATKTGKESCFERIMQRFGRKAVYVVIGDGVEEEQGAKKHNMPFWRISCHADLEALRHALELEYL
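Eya2 (0.2 uM) preincubated 10 min at ambient with compound, then OMFP substrate added at 50 uM; 10 min reaction in 50 mM HEPES pH 7.5, 50 mM NaCl, 5 uM MgCl2, 0.05% BSA, 1 mM DTT. Fluorescence read at Ex 485/Em 525 nm.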
S-ASM inh: human S-ASM enzyme inhibition | P17405 | placental ASM, HMU-PC fluorogenic substrate, 60 min | Potency, µM (titrated, usually from 57.5 µM), for the others: at the highest dose activity change, negative = inhibition, usual class: inhibitors | actives 0.006% (n = 340,000) | AID 504937; also: potency is read from the fitted curve at half-maximal effect
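Human placenta-derived ASM enzyme was preincubated with compound for 10 minutes at room temperature, then given fluorogenic substrate HMU-PC0 (9 uM final) for 60 minutes at 37 °C; a pH 10 stop preceded fluorescence reading at Ex 386/Em 447 nm.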
Tb PFK inh: blocks T. brucei phosphofructokinase. T. brucei PFK, ADP-Glo luminescence. Potency, µM (top dose mostly 57.5 µM), without a hit: at the top dose activity, negative = inhibition, hits mostly inhibitors. actives 0.17% (n = 330,000). AID 485367;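 also: potency is read from the fitted curve at half-maximal effect; 0% = uninhibited 1x PFK enzyme wells and -100% = no-enzyme wells; nearly all actives have a fitted effect of over 60% in size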
Target sequence (O15648 whole entry, looked up): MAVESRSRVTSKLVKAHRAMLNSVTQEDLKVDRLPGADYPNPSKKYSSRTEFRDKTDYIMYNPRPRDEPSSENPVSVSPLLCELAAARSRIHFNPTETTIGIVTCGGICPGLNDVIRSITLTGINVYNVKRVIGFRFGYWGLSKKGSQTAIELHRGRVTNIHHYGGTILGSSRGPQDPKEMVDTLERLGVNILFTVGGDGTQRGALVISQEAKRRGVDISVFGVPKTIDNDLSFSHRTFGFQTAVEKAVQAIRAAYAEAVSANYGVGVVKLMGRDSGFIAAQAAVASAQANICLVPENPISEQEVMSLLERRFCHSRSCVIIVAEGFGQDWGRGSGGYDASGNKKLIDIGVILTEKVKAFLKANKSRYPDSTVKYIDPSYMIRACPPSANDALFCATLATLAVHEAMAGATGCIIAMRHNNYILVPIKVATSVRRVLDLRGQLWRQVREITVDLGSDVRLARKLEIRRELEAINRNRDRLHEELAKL
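Compounds were pin-transferred as a titration series up to 57 uM into substrate buffer (0.5 mM F6P, 0.1 mM ATP, pH 8.0), then 1.25 nM PFK was added and reactions ran 45 min before ADP-Glo detection.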
Chronic BCR inh: blocks chronic active B-cell receptor signaling; ABC-DLBCL IkBa-CBG/CBR reporter, luminescence ratio, 4 h; AID 493014; actives 0.05% (n = 340,000); Potency, µM (titrated, usually from 46.1 µM), for inactives: at the highest dose ratio change, negative = lower green/red ratio, actives largely listed as inhibitors; active = well fitted inhibition curve with a large enough effect in the signal ratio, with a control signal flat, not every such curve was filed as active; inconclusive = small, poorly fitted or top-dose-only effect, or effect the other way, or a change in a side signal; the % refers to the signal ratio;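 also: potency is read from the fitted curve at half-maximal effect; plate controls were basal doxycycline-induced cells for no effect and cells given 10 µM MG132 for full effect; MG132 reads +100%, hits lower the ratio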
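TMD8 human ABC-DLBCL cells with doxycycline-inducible IκBα–green luciferase fusion and unfused red luciferase, in 0.5% FBS medium; compounds up to 46 uM, 4 h at 37C. Green/red luminescence ratio, filter-overlap corrected, fitted to concentration-response curves.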
A-T KAP1 phos: potential ataxia-telangiectasia treatment | Potency, µM (top dose mostly 57.5 µM), without a hit: at the highest dose activation, most hits filed as activators | AID 485349 | […] A-T fibroblasts, KAP-1 phosphorylation AlphaLISA; neocarzinostatin DNA damage 30 min before lysis | actives 0.19% (n = 320,000); also: potency is read from the fitted curve at half-maximal effect; % of control where 0% means no effect; nearly all actives have a fitted effect of over 45% in size
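hTERT-immortalized A-T patient fibroblasts ([…]), 500 cells/well in OPTI-MEM, 1% FBS, got compounds for 60 min, then NCS for 30 min at 37C. Lysates were then assayed for phospho-KAP-1 by AlphaLISA (anti-pKAP1 donor, anti-KAP1 acceptor beads), 6 hr at 25C.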
TCR act: activators of T cell receptors; Potency, µM (top dose mostly 9.22 µM), for the others: at the highest dose activation of IL-2 secretion, actives largely listed as activators; AID 504894; primary human leukocytes, anti-CD3, IL-2 HTRF, 48 h; 330,000 tested, under 10 active; also: % of control where 0% means no effect
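IL-2 produced over 48 hr by a-CD3 bead-stimulated primary human leukocytes exposed to compounds was detected with a homogeneous time-resolved FRET immunoassay, 665nm acceptor signal after 320nm excitation.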
ELG1 repair inh: blocks ELG1-dependent DNA repair in HEK293T cells. HEK293T ELG1-luciferase reporter, luminescence, 16 h; DNA damage induced by 5-fluorouridine. Potency, µM (highest dose often 46.1 µM), for inactives: at the highest dose activity change, negative = inhibition, usual class: inhibitors. actives 2.3% (n = 330,000). AID 504467; also: potency is read from the fitted curve at half-maximal effect; % is scaled to controls: 0 for no effect and ±100 for the full control effect; nearly all actives have a fitted effect of over 55% in size
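Step one: seed 2,000 cells per well. Step two: pin-transfer compound or DMSO alongside 5-fluorouridine. Step three: incubate 16 hr, 37 °C, 5% CO2. Step four: add ONE-Glo, wait 30 min, read luminescence.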
Mito fusion act: mitochondrial division inhibition or fusion activation. Potency, µM (highest dose often 46.1 µM), for inactives: top-dose growth rescue (activation), usual class: activators. S. cerevisiae fusion-defective mutant growth rescue, CellTiterGlo 48 h. actives 0.23% (n = 320,000);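 also: potency is read from the fitted curve at half-maximal effect; % of control where 0% means no effect; nearly all actives have a fitted effect of over 45% in size; temperature-sensitive fusion mutants such as fzo1-1 at 37 °C on non-fermentable ethanol glycerol medium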
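Temperature-sensitive fusion-defective S. cerevisiae (e.g. fzo1-1, mgm1-5) were grown with compound in YPEG medium (3% ethanol, 3% glycerol) for 48 hours at 37C. Growth rescue was measured as viability by CellTiterGlo luminescence after 10 minutes at ambient.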
Starred values were filed as active, the others as inactive; i = inactive; ? = inconclusive; . = not tested or not shown; [ ] = dose if it differs, or a comment. Unless noted, calls follow the shape of the dose curve; as a rule, active = well fitted curve in the direction sought with a large enough effect; inconclusive = small, poorly fitted or top-dose-only effect, or another doubt; inactive = no such curve, though single readings can be large; an effect the other way counts as inactive or inconclusive.

SMILES | TSHR antag | TSG101-PTAP inh | a7 integrin act | Eya2 inh | S-ASM inh | Tb PFK inh | Chronic BCR inh | A-T KAP1 phos | TCR act | ELG1 repair inh | Mito fusion act
CCn1c(=O)cc(SCC(=O)NCc2ccc3c(c2)OCO3)c2ccccc21 | -5 | -13% | 20% | 10% | 0% | 0% | -2% | 5% | 6% | ? | -1%
CC(C)N1CCN(Cc2ccncc2)CC1CCO (centres undefined) | -7 | -5% | 24% | -5% | 2% | -5% | 0% | -3% | 5% | 6% | 6%
COC(=O)[C@@H]1C[C@@]2(O)[C@H](O)[C@H](O)[C@H](O)C[C@H]2N1CC(c1ccccc1)c1ccccc1 | 2 | 1% | 8% | 8% | -4% | -4% | ? | ? | 4% | ? | 1%
CCN(CC(=O)Nc1ccc2c(c1)OCCO2)C(=O)/C=C/c1ccc([N+](=O)[O-])cc1 | -4 | -2% | -6% | 6% | -1% | -7% | 13% | -6% | 6% | ? | 3%
Cc1nc2nc(-c3ccc(F)cc3)cn2nc1C | -4 | 0% | 32% | -24% | i | -14% | -8% | 17% | -12% | ? | 10%
Nc1c(-c2cccc([N+](=O)[O-])c2)nc2ccccn12 | -13 | -1% | 17% | -9% | -3% | 0% | ? | 3% | 8%[46.1 µM] | ? | 17%
COc1cc(OC)c(C2C(C(=O)N3CCOCC3)=C(C)NC3=C2C(=O)CC(C)(C)C3)cc1OC (centres undefined) | 3 | -7% | 3% | 6% | 7% | -2% | -9% | 2% | -3% | -1% | 1%
S=c1[nH]cnc2scc(-c3ccc(Br)cc3)c12 | -2 | 1% | -27% | -4% | -3% | 2% | 12% | 0% | . | ? | 1%
Cc1ccn2c(C(=O)N/N=C/c3ccc(CNC(=O)C(=O)Nc4ccc(C)c(C)c4)o3)c(C)nc2c1 | -7 | . | . | -24% | . | -4% | ? | -3% | -5%[46.1 µM] | ? | -6%
CCOc1ccc(OCCCC(=O)N(CC)CC(=O)Nc2c(F)cccc2F)cc1 | 4 | -7% | -14% | 12% | -12% | 3% | 3% | -4% | -7% | 2% | 1%
COC(=O)c1cc(OC)c(OC)cc1NC(=S)N1CCCC(CO)C1 (centres undefined) | 1 | 0% | 17% | 9% | -1% | -2% | ? | 0% | -3% | 4% | 2%
COc1ccccc1NS(=O)(=O)c1cc(NC(=O)C2CCC2)ccc1N1CCCCC1 | -11 | -9% | -6% | -12% | -10% | 2% | 13% | -1% | 1% | 0% | 2%
Clc1ccc(-c2csc(N/N=C/c3ccc4c(c3)OCO4)n2)cc1 | -3 | -2% | 6% | -5% | 8% | -10% | 12% | 6% | -6%[46.1 µM] | -13% | 4%
CCOC(=O)CC(=O)CSc1nnc2c(n1)[nH]c1ccccc12 | -1 | -4% | 2% | 12% | -2% | 2% | ? | -5% | 5% | ? | 2%
COc1cc2c(C(=O)NCc3ccc4c(c3)OCO4)cn(C)c(=O)c2cc1OC | -4 | -3% | -7% | 2% | -1% | -1% | -11% | 5% | 7% | -19% | 1%
C[C@H](CO)N1C[C@H](C)[C@H](CN(C)CC2CC2)Oc2ccc(NC(=O)CCN3CCOCC3)cc2C1=O | -9 | -1% | -2% | 3% | -2% | -1% | 0% | 3% | -3% | 21% | .
O=C(O)c1ccc(NC(=O)c2ccco2)c(NC(=O)c2ccco2)c1 | -8 | -3% | -3% | 17% | -5% | 2% | -6% | -8% | 11% | -10% | -2%
Cn1c(=O)c(C(=O)CCl)c(N)n(CC2CC2)c1=O | 11 | 2% | 11% | -14% | 5% | 0% | 1% | -1% | 0% | ? | -16%
CCOC(=O)c1c(C)oc2ccc(OC(=O)c3cccs3)cc12 | 3 | -1% | 5% | -2% | -8% | -2% | -4% | 5% | -22% | ? | 7%
Cc1ccc(S(=O)(=O)N(CC(=O)N(C)C)c2cccc([N+](=O)[O-])c2)cc1 | 3 | -5% | ? | 2% | -5% | -7% | 0% | 3% | -27% | 3% | -7%
CC(=O)C(Sc1nccc(-c2cccs2)n1)C(C)=O | 6 | 1% | 0% | -4% | -4% | -5% | -12% | -2% | -194% | ? | 5%
O=C1COc2ccc(S(=O)(=O)NCCc3ccccc3)cc2N1 | -11 | -3% | -19% | 13% | 0% | 10% | ? | 3% | 0% | 8% | 1%
CCc1nnc(NC(=O)c2nc(S(=O)(=O)Cc3cccc(C)c3)ncc2Cl)s1 | -32 | 2% | 0% | -10% | -6% | 0% | ? | -5% | 0% | ? | -30%
Cc1ccc(C)c(N(C(=O)CNC(=O)c2ccco2)C(C(=O)NC2CCCC2)c2ccncc2)c1 (centres undefined) | 6 | 2% | 4% | 1% | 4% | -1% | 3% | -2% | -1% | -8% | -1%
COCCN(C)C(=O)CC1C(=O)NCCN1CC(c1ccccc1)c1ccccc1 (centres undefined) | -4 | 0% | 1% | 0% | 12% | 0% | 3% | 2% | 0% | 2% | -3%
(cont.)
SMILES | TSHR antag | TSG101-PTAP inh | a7 integrin act | Eya2 inh | S-ASM inh | Tb PFK inh | Chronic BCR inh | A-T KAP1 phos | TCR act | ELG1 repair inh | Mito fusion act
S=C(Nc1ccccc1Cl)N1CCCCCC1 | 2 | -1% | 5% | -2% | 0% | 0% | 1% | -1% | 0% | 12% | -8%
COc1ccc(C(=O)N2CCC(c3ccccc3)CC2)c(OC)c1OC | 11 | 0% | 8% | 15% | -2% | 0% | 3% | 4% | 0% | -12% | 1%
CCOc1ccc(NC(=O)c2ccc(S(=O)(=O)N3CCOCC3)cc2)cc1 | 7 | -2% | 10% | ? | -2% | 0% | -13% | 8% | -8% | -10% | -1%
Cc1cccc(NC(=O)CCNC(=O)c2ccco2)c1C | 0 | 1% | 24% | -25% | 0% | 1% | 1% | -1% | . | 0% | 3%
O=C(c1ccc(NC(=S)Nc2ccc(Cl)c(Cl)c2)cc1)N1CCCC1 | 10 | 1% | 3% | -8% | -6% | 21µM* | 1% | 0% | -1%[46.1 µM] | ? | -11%
COC(=O)c1ccc(Oc2ccc3nnc(C)n3n2)cc1 | 16 | -2% | 18% | -4% | 1% | 0% | ? | . | 1% | 0% | -5%
Cc1ccc(NC(=O)c2c(O)c3ccccc3n(C)c2=O)nc1 | 23 | -1% | 3% | 19% | 3% | -1% | ? | 9% | . | ? | -8%
Cc1ccc2cccc(OCC(=O)Nc3cccc(S(=O)(=O)N4CCCC4)c3)c2n1 | -35 | -1% | 1% | 0% | -3% | 4% | ? | 2% | 0% | 18µM* | 23%
CNc1nnc(CSc2nc3ccccc3s2)s1 | -22 | -3% | -3% | 5% | 2% | -4% | -5% | 3% | -2%[46.1 µM] | ? | 7%

Molecules from the list above with a nitro group on carbon, in the order listed:
SMILES | TSHR antag | TSG101-PTAP inh | a7 integrin act | Eya2 inh | S-ASM inh | Tb PFK inh | Chronic BCR inh | A-T KAP1 phos | TCR act | ELG1 repair inh | Mito fusion act
CCN(CC(=O)Nc1ccc2c(c1)OCCO2)C(=O)/C=C/c1ccc([N+](=O)[O-])cc1 | -4 | -2% | -6% | 6% | -1% | -7% | 13% | -6% | 6% | ? | 3%
Nc1c(-c2cccc([N+](=O)[O-])c2)nc2ccccn12 | -13 | -1% | 17% | -9% | -3% | 0% | ? | 3% | 8%[46.1 µM] | ? | 17%
Cc1ccc(S(=O)(=O)N(CC(=O)N(C)C)c2cccc([N+](=O)[O-])c2)cc1 | 3 | -5% | ? | 2% | -5% | -7% | 0% | 3% | -27% | 3% | -7%
